Assay outcomes deposited in PubChem BioAssay by several laboratories.
PKA-R1A act: activators of PKA-R1A holoenzyme, primary screen, biochemical, fluorescence polarization, Cy5-IP20, bovine R1A, mouse PKAc | activation, % at 11.4 µM | PKA-R1A dissociation; scaled: DMSO 0%, 113 µM cGMP 100% | AID 504707, 2011 | actives 0.083% (n = 340,000);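 active means percent activation above the mean of all tested compounds plus 3 SD, cut at about 19% in these data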;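 further: higher means more PKAc released from R1A so a rise in polarization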
Arrestin-AP2 inh: inhibitors of beta-arrestin/AP2 binding, primary screen, biochemical, GPCR trafficking, flow cytometry. FITC-arrestin peptide / GST-AP2 beads; AP2 beta2 appendage carries R879A mutation. actives 0.31% (n = 340,000). inhibition, % at 10 µM. beta-arrestin 1 C-terminal peptide binding to AP2 beta2-adaptin appendage (human);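 active means inhibition above a set limit, near 3 SD of compounds lacking own fluorescence, cut at about 54% in these data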;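 further: plate controls were DMSO wells for no effect and 5 µM unlabelled arrestin peptide for full effect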
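System: GST-AP2 R879A glutathione beads; medium: PBS, Tween 20 0.05%, BSA 0.1%; reagent: fluorescein-tagged arrestin peptide at 50 nM final; schedule: pre-incubation 12 min, peptide binding 1 h, room temperature; detection: flow cytometry, FL1 (488/535 nm); read-out: inhibition as reduced fluorescein signal on beads, percent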
CDK5 inh: inhibitors of human CDK5/p35 kinase, primary screen, biochemical, single concentration. Cyclin-dependent kinase 5 (Homo sapiens) + Cyclin-dependent kinase 5 activator 1 (Homo …. Recombinant CDK5/p35, ADP-Glo luminescence, 60 min. inhibition, % at 10 µM. actives 0.01% (n = 330,000);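 active means highest replicate inhibition of at least 50% and at least 75% of replicates reaching 50%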;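 further: plate controls were DMSO neutral control for no effect and GW8510 at 10 µM for full effect; many of its hits are not listed in these tables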
Target sequence (Q00535 whole entry, looked up): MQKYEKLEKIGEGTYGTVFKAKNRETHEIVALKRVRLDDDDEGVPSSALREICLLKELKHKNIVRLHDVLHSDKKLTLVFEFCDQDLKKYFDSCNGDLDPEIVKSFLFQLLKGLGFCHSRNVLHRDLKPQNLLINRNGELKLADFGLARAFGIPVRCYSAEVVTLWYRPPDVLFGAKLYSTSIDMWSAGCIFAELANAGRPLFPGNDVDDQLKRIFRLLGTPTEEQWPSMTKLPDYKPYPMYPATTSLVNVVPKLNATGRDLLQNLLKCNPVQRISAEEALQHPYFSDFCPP
Target sequence (Q15078 whole entry, looked up): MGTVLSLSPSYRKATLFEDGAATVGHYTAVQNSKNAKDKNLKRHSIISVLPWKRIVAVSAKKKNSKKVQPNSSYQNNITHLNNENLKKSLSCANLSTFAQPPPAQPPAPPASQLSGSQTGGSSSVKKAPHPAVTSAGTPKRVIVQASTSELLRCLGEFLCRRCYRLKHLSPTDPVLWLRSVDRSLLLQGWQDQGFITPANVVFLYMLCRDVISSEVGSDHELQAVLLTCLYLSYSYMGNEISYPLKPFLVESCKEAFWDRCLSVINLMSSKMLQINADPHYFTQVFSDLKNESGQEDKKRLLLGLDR
SR-BI HDL uptake: inhibitors of SR-BI mediated HDL lipid uptake, primary screen, ldlA[mSR-BI] cells, fluorescence, single point | Scavenger receptor class B member 1 (Mus musculus), Q61009 | ldlA[mSR-BI] CHO cells, DiI-HDL uptake fluorescence, 3 h | inhibition, % at 12.5 µM | actives 0.96% (n = 320,000) | AID 488896, 2010;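 active means mean replicate inhibition of at least 70% and a set share of replicates each scoring 70 or more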;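 further: 0% = median of neutral control wells and 100% = median of positive control wells; values of inactives mirror those of a sister screen read the other way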
SR-BI DiI-HDL act: activators of SR-BI mediated DiI-HDL uptake, primary screen, ldlA[mSR-BI] CHO cells, DiI fluorescence | 3 h; 100 = double the neutral-control signal | activation, % at 12.5 µM | actives 0.096% (n = 320,000) | AID 504775, 2011;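 active means mean replicate activation of at least 60% and every replicate at or above 60%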;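 further: 0% = median plate neutral-control signal and 100% = twice that signal; values of inactives mirror those of a sister screen read the other way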
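material = CHO ldlA[mSR-BI] cells | medium = Ham's F12 with 0.5% BSA, HEPES 25 mM, pH 7.4 | reagent = fluorescent DiI-HDL, 10 µg/mL final | compound dosing = single-point compound dose | incubation = 3 h, 37 °C | measured by = bottom-read fluorescence, 550/595 nm | measure = HDL uptake via cellular fluorescence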
NSD2 inh: NSD2 histone methyltransferase inhibitors, primary screen, biochemical, AlphaScreen, single concentration, set 2 | inhibition, % at 12.5 µM | NSD2 peptide methylation, 120 min | actives 0.54% (n = 310,000) | Histone-lysine N-methyltransferase NSD2 (Homo sapiens), O96028; in the data active means inhibition above about 50%
Pemphigus Ab inh: inhibitors of pemphigus antibody binding to DSG3, primary screen, biochemical, bead-based, flow cytometry, scFv-GFP; AID 588358, 2011; DSG3-coupled beads, scFv-anti-DSG3-GFP binding; hits give low values; actives 0.48% (n = 310,000); Desmoglein-3 (Homo sapiens), P32926; binding (percent of control), % at 10 µM;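 active means binding more than 3 SD below its plate's average and above zero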;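 further: hits lower antibody fragment binding to DSG3; some compounds called inactive have numbers as strong as hits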
MITF act: activators of MITF-driven TRPM1 promoter reporter, primary screen, cell-based, SK-MEL-5, luciferase, single point; SK-MEL-5 TRPM1-promoter luciferase, 24 h; % of positive control, neutral wells = 0; actives 0.75% (n = 300,000); activation, % at 12.5 µM;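 active means mean activation of at least 80% with every replicate also reaching 80%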;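 further: 0% = neutral control wells and 100% = parthenolide positive control wells; values of inactives mirror those of a sister screen read the other way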
PKA-R2B activ: activators of PKA-R2B holoenzyme, primary screen, biochemical, fluorescence polarization, Cy5-IP20, human; activation, % at 11.4 µM; actives 0.079% (n = 340,000); PKA-R2B holoenzyme dissociation; R2B truncated from residue 108, S112A mutant; 0% DMSO only, 100% 113 µM cGMP; cAMP-dependent protein kinase catalytic subunit beta (Homo sapiens) + cAMP-dependent …;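 active means activation above a cutoff set at the mean over all compounds plus 3 SD, cut at about 18% in these data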;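 further: higher means more holoenzyme dissociation and a rise in polarization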
Target sequence (P31323 whole entry, looked up, other chains not shown, the tested form may be a part): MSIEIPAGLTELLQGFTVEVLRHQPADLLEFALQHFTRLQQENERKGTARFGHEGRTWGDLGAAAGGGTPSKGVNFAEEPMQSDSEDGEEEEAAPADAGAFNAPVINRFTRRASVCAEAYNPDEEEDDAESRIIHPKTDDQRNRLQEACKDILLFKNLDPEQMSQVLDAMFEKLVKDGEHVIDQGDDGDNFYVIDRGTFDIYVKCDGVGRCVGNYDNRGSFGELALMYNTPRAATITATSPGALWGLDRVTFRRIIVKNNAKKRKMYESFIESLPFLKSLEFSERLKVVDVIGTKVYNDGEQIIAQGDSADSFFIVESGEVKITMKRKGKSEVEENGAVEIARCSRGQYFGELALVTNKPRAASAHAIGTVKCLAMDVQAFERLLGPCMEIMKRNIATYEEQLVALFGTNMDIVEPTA
SUMO Mot1 rescue: yeast Mot1-301 growth rescue at high temperature, primary screen, SUMOylation pathway inhibitor project, S. cerevisiae, ATP luminescence, 38.5C; S. cerevisiae Mot1-301 growth rescue; percent above DMSO median, 100 means doubled; growth rescue, % at 18.8 µM; actives 1% (n = 320,000);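 active means every valid replicate shows activation above 250% relative to neutral control wells; inactive means the rest, any valid replicate at or below 250%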;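 further: OY570 slx delta 5 strain wells were the positive control but not used for scaling; some compounds called inactive have numbers as strong as hits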
dFosB activator: activators of delta FosB homodimer, primary screen, biochemical, fluorescence polarization, TAMRA-CDK5 oligo, single point; Protein FosB (Mus musculus), P13346; actives 0.99% (n = 340,000); activation, % at 25 µM; purified delta FosB; percent of positive-control signal above neutral wells;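 active means mean activation above about 17%, with every replicate also reaching it, limit read from the data, passing the limit was not always enough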;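 further: fluorescence polarization rise as delta FosB binds a TAMRA Cdk5 AP-1 oligo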
* marks the source's active call; other numbers are inactive results; i = inactive; . = no result given.

SMILES	PKA-R1A act	Arrestin-AP2 inh	CDK5 inh	SR-BI HDL uptake	SR-BI DiI-HDL act	NSD2 inh	Pemphigus Ab inh	MITF act	PKA-R2B activ	SUMO Mot1 rescue	dFosB activator
Cc1ccc(NC(=O)c2ccc3c(c2)OCCO3)cc1C	-2	6	-0.4	29	-29	-12	108	-7	2	-12	-11
COc1ccc(C(C)=O)cc1CC(=O)Nc1cccc(S(=O)(=O)N2CCOCC2)c1	6	21	1.4	54	-54	-2	99	-5	-12	9	-5
O=c1c2ccccc2c(C=NCCO)c(O)n1-c1ccccc1	-12	-6	2.0	-7	7	-2	80	.	-11	0	0
CCOc1ccc(S(=O)(=O)Nc2cccc(C(=O)NCC3CCCO3)c2)cc1 (centres undefined)	6	7	-1.8	-1	1	-2	100	-15	-1	186	-4
Cc1ccc(-c2ccnc3c(Cl)c(C)nn23)cc1	-10	4	-1.9	9	-9	-1	93	-10	6	-12	-4
COc1ccc(C2(C(=O)NC(C)C)CCCC2)cc1OC	-18	20	1.5	-22	22	1	100	-4	-9	-14	2
CN(CC(=O)Nc1cccc(F)c1)CC(=O)Nc1cccc2ccccc12	-2	13	2.5	34	-34	-2	100	4	-1	0	-14
Cc1ccc(S(=O)(=O)NCCC(=O)N2CC(C)OC(C)C2)cc1 (centres undefined)	2	-6	0.6	-16	16	-1	96	2	-14	-7	-1
NC(=S)N/N=C/c1ccccc1OCCSc1ccc(Cl)cc1	-3	4	0.5	40	-40	1	103	5	5	-5	9
O=C(NN1CCOCC1)c1ccc(F)cc1	-5	9	-1.2	-15	15	.	.	3	-3	-9	-3
COc1ccc(N2C(=O)C(F)(F)C2c2ccc(C)cc2)cc1OC (centres undefined)	5	-26	1.2	-6	6	-3	113	-13	1	-6	-2
O=C(N/N=C/c1cccs1)C1COc2ccccc2O1 (centres undefined)	-10	0	1.0	-18	18	0	121	1	-7	6	-1
Cc1nc2nc(-c3ccccc3)[nH]n2c(=O)c1Cc1ccccc1	-12	-3	-0.6	-28	28	2	.	5	7	0	-4
CC(=O)Nc1ccc(S(=O)(=O)N2CCC(NC(=O)c3ccccc3)CC2)cc1	4	-18	-1.2	-10	10	2	94	2	3	-3	3
Cc1cc(C(=O)CSc2nnnn2-c2ccc(O)cc2)c(C)n1C	2	-19	0.3	2	-2	-1	98	22	-3	-17	16
Cc1sc2ncnc(N3CCOCC3)c2c1C	2	-6	-1.1	-13	13	0	101	15	15	-11	0
O=C(NC(Cc1ccccc1)C(=O)O)/C(=C/c1ccccc1)NC(=O)c1cccc(Br)c1 (centres undefined)	-4	-2	-2.0	-10	10	-5	104	-11	-9	-13	-3
O=C(CCN1C(=O)/C(=C/C=C/c2ccccc2)SC1=S)Nc1ccccn1	3	5	0.9	29	-29	0	82	-23	2	6	-12
COc1ccc(C2CC(c3cccs3)=NN2C(=O)COC(=O)c2cncc(Br)c2)cc1OC (centres undefined)	8	2	-0.5	-11	11	-1	96	-7	1	5	-3
COc1ccc(NC(=O)CN(C)C(=O)c2sc3ccccc3c2Cl)cc1	6	3	0.5	19	-19	1	96	18	-13	3	-10
CC(C)NC(=O)Nc1ccc2c(c1)C(=O)N([C@H](C)CO)C[C@H](C)[C@@H](CN(C)S(C)(=O)=O)O2	1	-8	-3.1	-11	11	.	108	1	-4	16	0
COc1cccc(CC(=O)N[C@@H](CCSC)c2nc3ccccc3[nH]2)c1	-7	-6	3.5	-8	8	16	109	2	-7	115	-5
COc1ccc(CNC(=O)COC(=O)CCOc2ccc(C)cc2)cc1OC	8	7	0.9	-1	1	-2	121	4	-9	-19	3
O=C(c1cnc2c(c1)COc1ccc(Cl)cc1-2)c1ccccc1O	-11	14	1.5	6	-6	-1	.	4	-9	-10	7
CN(C)S(=O)(=O)c1ccc(Cl)c(NC(=O)COC(=O)CN2C(=O)C3CCCCC3C2=O)c1 (centres undefined)	-4	21	0.8	-11	11	-1	103	-11	-14	15	-8
O=C(O)COCc1nc2ccccc2[nH]1	2	4	0.2	-10	10	-3	100	9	1	-6	-5
COc1ccc(NC2CCCN(C(=O)c3cccnc3)C2)cc1 (centres undefined)	9	14	0.4	-25	25	7	101	-2	-4	46	-6
O=C(N/N=C\c1ccc(Cl)cc1)c1sccc1-n1cccc1	8	29	-0.7	41	-41	-1	107	9	4	1	-7
CCCC(O)(CCN(C)C)c1ccc(OC)cc1 (centres undefined)	7	20	0.0	-7	7	0	100	-1	0	-6	9
Cc1ccccc1CSCCNC(=O)CN(c1ccc2c(c1)OCO2)S(C)(=O)=O	-4	7	-3.2	-1	1	0	99	6	-2	-20	-15
COc1cccc2cc3c(=O)n(-c4ccccc4)nc-3oc12	-5	4	-0.5	0	0	.	100	-22	-6	7	-10
CCOC(=O)C1CCCN(S(=O)(=O)c2cc(C(=O)OC)n(C)c2)C1 (centres undefined)	3	-2	0.9	-18	18	.	99	.	-10	-3	5
COc1cc(NC(=O)c2ccnc(N)c2)cc(C(=O)Nc2cccc(C(F)(F)F)c2)c1	-8	10	-1.0	35	-35	.	103	23	-2	-4	-3
CSc1cnc2c(=O)n(C)c(=O)[nH]c2n1	-3	1	1.4	-16	16	-1	88	-19	-6	-5	-5
Cn1cccc1/C=N/n1c(-c2ccco2)n[nH]c1=S	-9	-7	-0.1	0	0	-5	98	-7	6	6	-3
CCc1nc2ccccc2c(C(=O)OCCN2C(=O)c3ccccc3C2=O)c1C	-5	13	-0.4	-4	4	0	84	-9	0	162	-2

Pulled by structure from the entries so far, 2 records:
SMILES	PKA-R1A act	Arrestin-AP2 inh	CDK5 inh	SR-BI HDL uptake	SR-BI DiI-HDL act	NSD2 inh	Pemphigus Ab inh	MITF act	PKA-R2B activ	SUMO Mot1 rescue	dFosB activator
O=C(N/N=C\c1ccc(Cl)cc1)c1sccc1-n1cccc1	8	29	-0.7	41	-41	-1	107	9	4	1	-7
COc1cc(NC(=O)c2ccnc(N)c2)cc(C(=O)Nc2cccc(C(F)(F)F)c2)c1	-8	10	-1.0	35	-35	.	103	23	-2	-4	-3

Further results follow:
SMILES	PKA-R1A act	Arrestin-AP2 inh	CDK5 inh	SR-BI HDL uptake	SR-BI DiI-HDL act	NSD2 inh	Pemphigus Ab inh	MITF act	PKA-R2B activ	SUMO Mot1 rescue	dFosB activator
Cc1cccc(C)c1NC(=O)CNC(=O)c1ccccc1	8	-9	0.2	.	.	.	126	-14	-2	216	-4
Cc1ccc(SCC(=O)Nc2ccc(N3CCOCC3)cc2)cc1C	-2	26	0.4	1	-1	1	104	.	5	39	-2
O=C(c1cccnc1)N1CCN(Cc2cccc(F)c2)CC1	7	-1	-0.4	-14	14	-3	116	-3	8	-7	4
COc1cccc(CNC(=O)C2=C(C)C(=O)OC23CCC(C)CC3)c1 (centres undefined)	3	7	-0.7	-13	13	-2	99	.	-12	-1	-7
c1cnc(Nc2nc(-c3ccc4ccccc4c3)cs2)nc1	0	2	0.4	15	-15	-2	121	103*	0	1	-1
O=C(CSc1nc2ccccc2s1)N1CCCCC1	0	5	1.0	2	-2	-4	105	74	6	8	-5
COc1ccc(C2CC(c3ccc(OC)cc3)n3nc(NC(=O)c4cccs4)nc3N2)cc1 (centres undefined)	-1	6	-1.5	-52	52	1	101	-2	6	9	0
COc1cc(C)c(Cl)cc1S(=O)(=O)n1cnc2ccccc21	-6	16	0.2	1	-1	.	111	4	1	-6	-10
Brc1ccc(-c2noc(-c3ccccc3)n2)o1	-8	7	0.8	.	.	-4	112	43	2	.	-5
CCn1c(=O)c2sccc2n(Cc2cc(C(=O)OC)ccc2OC)c1=O	-1	21	0.8	16	-16	-2	119	.	-4	-5	0
COc1ccccc1NC(=O)CN(C)S(=O)(=O)c1ccc(F)cc1	2	-11	-0.3	8	-8	7	.	.	-2	-23	-3
CCN(CC)c1ccc(/C=N/NC(=O)CN2CCCc3ccccc32)cc1	4	4	0.0	43	-43	2	101	-18	-5	-14	-5
O=C(CSc1nnc(-c2ccc(Cl)cc2)o1)NNC(=O)c1ccncc1	-6	-12	-1.4	-4	4	.	133	-3	-15	-15	1
CC1CCN(C(=O)CCc2nnc(-c3ccccc3)o2)CC1	1	8	1.5	-20	20	-3	103	24	4	-3	6
O=C(/C=C/c1cc([N+](=O)[O-])ccc1OC(F)F)Nc1cccc2ccccc12	3	2	-0.1	42	-42	0	85	-7	5	9	-9
O=C(c1ccc(Cl)c(Cl)c1)N1CCC(=O)N(C(COCc2ccc(Cl)cc2)Cc2ccccc2)CC1 (centres undefined)	-5	19	-0.8	38	-38	.	98	-2	-7	3	-1
CCN(CC)c1c([N+](=O)[O-])c(=O)oc2ccccc12	-11	24	-3.8	-13	13	-1	97	-6	7	10	5
O=C(c1ccc(N2CCCC2)c([N+](=O)[O-])c1)N1CCN(c2ccccn2)CC1	-4	1	-0.6	-26	26	7	100	1	5	-13	-13
O=C1C=C(NNC(=O)c2ccncc2)CC(c2ccccc2)C1 (centres undefined)	-4	11	-1.3	-4	4	2	99	-6	0	15	-5
CCN(C(=O)c1cc(S(=O)(=O)N2CCCC2)ccc1C)C1CCS(=O)(=O)C1 (centres undefined)	2	5	-0.3	-9	9	0	98	-2	4	0	-7
O=C(O)c1cnnc2ccccc12	0	1	0.1	0	0	1	117	-15	-8	.	-4
COc1ccccc1C(=O)N(Cc1ccccc1)c1ccc(C)cc1	6	-5	0.7	3	-3	-3	113	-12	-6	i	-7
